# HIV fusion peptide – inhibitors of HIV fusion peptide binding, primary screen, biochemical, uHTS, fluorescence dequenching (AID 1986) | cell-free peptide binding, fluorescence dequenching, 30 min; higher % means a stronger effect | actives 0.3% (n = 290,000) | one-dose inhibition, % at 20 µM; IC50 in µM for titrated hits; in the data active means inhibition mostly above about 52%, no sharp cut-off; inactive means mostly below about 76%; further: some results filed as inactive read as strong as hits
# NS5 inhibitors – flavivirus cap methylation enzyme inhibition – biochemical, confirmation dose response, primary screen (AID 588689); Dengue-2 NS5 methyltransferase capping enzyme assay, biochemical; higher % means a stronger effect; one-dose inhibition, % at 25 µM; IC50 in µM for titrated hits; actives 0.3% (n = 340,000); in the data active means a potency from the dose series; inconclusive means inhibition above about 29% without an active follow-up result
# GPR55 LPI antagonism – GPR55 antagonists blocking LPI-driven arrestin recruitment, primary screen, imaging, U2OS, beta-arrestin-GFP, LPI agonist (AID 2013); one-dose inhibition, % at 10 µM; IC50 in µM for titrated hits; actives 0.13% (n = 290,000); U2OS GPR55 beta-arrestin-GFP translocation imaging, LPI antagonism; higher % means a stronger effect;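 active means spots per cell inhibited over 60%, with over 100 cells counted and total cytoplasm intensity under 500,000; inconclusive means wells with under 100 cells, flagged as likely toxic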;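 further: U2OS cells stably carrying GPR55 and arrestin-GFP stimulated by 5 µM LPI near EC80; imaged beta-arrestin-GFP aggregate spots per cell after agonist stimulation; plate controls were LPI-stimulated DMSO wells for no effect and DMSO wells without LPI for full effect; some results filed as inactive read as strong as hits; confirmed hits need IC50 under 10 µM and bright autofluorescent wells are also inconclusive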
# MgcRacGAP inhibition – MgcRacGAP GTPase-activating activity inhibitors, confirmation, biochemical, ADP Hunter fluorescence; MgcRacGAP-stimulated Rac1 GTP hydrolysis, ADP Hunter fluorescence; higher % means a stronger effect; GST-tagged Rac1 F28L mutant substrate; one-dose inhibition, % at 30 µM; IC50 in µM for titrated hits; actives 0.6% (n = 340,000);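 active means first-screen hits whose inhibition reached a set limit at any dose in the follow-up dose series; inconclusive means inhibition above the set first-screen limit but never retested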;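 further: fluorescence reports GDP produced by GAP-driven GTP hydrolysis; strong numbers were not always called active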
# GPR35 antagonists – inhibition of zaprinast-stimulated GPR35 beta-arrestin translocation – imaging, U2OS, beta-arrestin-GFP, zaprinast agonist, primary screen (AID 2058); U2OS GPR35 beta-arrestin-GFP translocation imaging, zaprinast antagonism; higher % means a stronger effect; one-dose inhibition, % at 10 µM; IC50 in µM for titrated hits; actives 0.052% (n = 290,000);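 active means inhibition of at least 50% with at least 30 cells and total cytoplasm GFP at most 10,000,000; inconclusive means under 30 cells or total GFP of 10,000,000 plus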
# UTI89 phage lysis – protection from phage-mediated lysis, alamar blue read-out – E. coli UTI89, K1F phage, bacterial capsule biogenesis inhibitors (AID 488966); inhibition, % at 100 µM; hits with a dose series show IC50 in µM; actives 0.02% (n = 340,000); E. coli UTI89 K1F phage lysis, alamar blue, 2 h; higher % means a stronger effect;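 active means phage lysis inhibition, versus mean bacterial control, above a set limit; inconclusive means no clear call, values can overlap the other calls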;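 further: capsule biogenesis inhibitors block K1F phage lysis so surviving cells raise fluorescence; higher fluorescence means more inhibition of phage lysis; actives were called in the ten point dose series up to 300 µM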
# Salmonella PhoP GFP – PhoP-dependent GFP reporter repression – Salmonella Typhimurium, primary screen (AID 1863). one-dose inhibition, % at 50 µM; IC50 in µM for titrated hits. S. Typhimurium PhoP-regulated promoter GFP reporter, 4 h; higher % means a stronger effect. actives 0.16% (n = 300,000);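 active means inhibition over 29.93%, a cutoff 3 SD above the screen mean, later confirmed by dose response; inconclusive means inhibition over 29.93% but no dose response follow-up; inactive means inhibition at most 29.93% or unconfirmed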;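 further: 0% = low Mg2+ inducing control and 100% = high Mg2+ repressing control; strong numbers were not always called active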
# RSV antiviral HEp-2 – inhibition of RSV-induced cytopathic effect – HEp-2 cells, primary 10 µM value included (AID 2391); HEp-2 cells, RSV-induced CPE inhibition; higher % means a stronger effect; one-dose CPE inhibition, % at 10 µM; IC50 in µM for titrated hits; actives 0.13% (n = 310,000); in the data active means a potency from the dose series; inconclusive means CPE inhibition mostly from about 23% at the one dose, without a potency; inactive means the rest, 99 in 100 with CPE inhibition below about 21%; further: strong numbers were not always called active
# SV40 large T antigen – SV40 large T antigen inhibitors, biochemical (AID 1903); one-dose inhibition, % at 20 µM; IC50 in µM for titrated hits; actives 0.39% (n = 310,000); SV40 large T antigen ATPase/helicase inhibition assay; higher % means a stronger effect; in the data active means a potency from the dose series; inconclusive means inhibition mostly from about 32% at the one dose, without a potency; inactive means the rest, 99 in 100 with inhibition below about 32%; further: strong numbers were not always called active
# NS5 inhibitors pilot replicate – further read-out of NS5 inhibitors, marked with its call; inhibition, %; measured here: pilot screen replicate inhibition
# The depositor's hits bear a star; ? = inconclusive; . = not tested or not shown; & = joins results of further samples; [ ] = dose if it differs, or a comment.
SMILES,HIV fusion peptide,NS5 inhibitors,GPR55 LPI antagonism,MgcRacGAP inhibition,GPR35 antagonists,UTI89 phage lysis,Salmonella PhoP GFP,RSV antiviral HEp-2,SV40 large T antigen,others
CC(NC(=O)c1ccccc1)c1nnc(SCc2nc3ccccc3c(=O)[nH]2)n1C (configuration not stated),0.8%,2%,4%,12%,-1%,1.3%,-3%,0.0%,8%,
COc1cc(/C=C2\C(=O)NN(c3ccccc3)C2=O)cc([N+](=O)[O-])c1O,33%,27%,1%,30%,-8%,-2.7%,-3%,0.3%,>100µM*,
COC(=O)c1c(NC(=O)CC2SC(N)=NC2=O)sc2c1CCCC2 (configuration not stated),-1.4%,-2%,-12%,11%,4%,-0.1%,-12%,1.2%,25%,
O=C(COC(=O)C12CC3CC(CC(O)(C3)C1)C2)N1CCN(S(=O)(=O)c2ccc(Cl)cc2)CC1,0.6%,-1%,3%,6%,-15%,-0.4%,6%,1.1%,4%,
COc1ccc(N(Cc2ccccc2)S(=O)(=O)c2cccc(C(=O)Nc3ncccc3C)c2)cc1,.,0%,.,9%,.,2.4%,.,0.9%,.,
COc1ccc(CCNc2oc(-c3ccc(C)cc3)nc2C#N)cc1OC,-0.9%,-8%,-5%,6%,20%,-2.1%,2%,3.1%,3%,
CC1CCC(NC(=O)CN(C)S(=O)(=O)c2cnc[nH]2)CC1 (configuration not stated),-0.7%,5%,0%,2%,-1%,-0.3%,-3%,3.9%,7%,
O=C(CNC(=O)c1ccc(F)cc1)NCc1ccc(Cl)cc1,2.4%,2%,1%,6%,0%,0.2%,-2%,1.9%,0%,
Cc1ccc([N+](=O)[O-])cc1-c1[nH]c(-c2ccc(O)c(O)c2)nc1-c1ccccc1,-1.9%,11%,8%,16%,-18%,1.4%,25%,19%,21%,NS5 inhibitors pilot replicate=0.0
CC(C)(C)NC[C@H](O)COc1nsnc1N1CCOCC1,2.1%,-2%&-3%&4%,4%,-5%&3%&4%,-3%,1.4%&3.4%&-1.4%,-4%&1%,-0.2%&1.1%,19%&23%,
CC(C)CNS(=O)(=O)c1ccc(C(=O)Nc2ccc3c(c2)OCO3)cc1,-0.1%,-13%,-7%,2%,-1%,0.0%,3%,3.5%,2%,
Cc1cc(C)cc(NC(=O)c2ccc(NC(=O)c3ccco3)cc2)c1,0.3%,0%,4%,5%,18%,0.2%,-4%,?,21%,
O=c1[nH]cnc2c1nc(NCc1ccccc1)n2C1O[C@@H](CO)[C@H](O)[C@@H]1O (some centres not stated),-1.4%,-1%,-3%,2%,-6%,0.5%,.,0.2%,8%,
O=C(c1ccccc1F)N1CCN(c2ncccn2)CC1,-1.7%,-7%,16%,7%,-5%,-1.8%,-2%,1.3%,10%,
N#Cc1ccsc1NC(=O)COC(=O)c1ccc2ccccc2c1,8.4%,-7%,26%,-11%,-4%,1.0%,14%,1.6%,-6%,
COc1ccccc1-c1noc(-c2ccccc2C(=O)Nc2cccnc2)n1,-0.8%,1%,12%,-9%,-16%,2.0%,5%,2.1%,-1%,
COc1ccccc1CCNS(=O)(=O)c1c(C)n(C)c(=O)n(C)c1=O,1.6%,-4%,7%,2%,15%,0.9%,-6%,1.7%,6%,
COc1ccc(CCC(=O)Nc2cnc3ccccc3c2)cc1,-2.0%,.,10%,17%,12%,1.1%,6%,-0.5%,1%,
CCN1C(=O)[C@@H]2[C@H](C1=O)[C@@H]1C(=O)Nc3ccccc3C(=O)N1[C@@H]2c1cccc(OC)c1,.,1%,.,8%,.,0.1%,-1%,0.1%,24%,
CCOC(=O)N1CCN(S(=O)(=O)N2CCCC(C(=O)NCCc3ccc(OCC)c(OCC)c3)C2)CC1 (configuration not stated),-0.3%,-6%,6%,-10%,9%,0.1%,1%,-0.1%,7%,
Cc1ccc(N(Cc2ccc(C(=O)NC3CCCCC3)cc2)S(C)(=O)=O)cc1C,0.2%,-6%,-3%,-3%,17%,0.3%,3%,0.3%,0%,
CCCC(c1nnnn1CC1CCCO1)N1CCN(c2ccccc2)CC1 (configuration not stated),-1.2%,-4%,6%,4%,-4%,-2.9%,-7%,0.8%,6%,
Cc1nn(Cc2ccc(Cl)cc2Cl)c(C)c1NC(=O)c1nc2n(n1)C(C(F)F)CC(C)N2 (configuration not stated),-2.4%,-3%,15%,13%,8%,-0.2%,-9%,.,16%,
COc1ccccc1CNC(=O)C1CCN(S(=O)(=O)c2ccc3c(c2)CC(C)N3C(C)=O)CC1 (configuration not stated),-0.4%,-8%,4%,9%,-2%,0.2%,-5%,7.4%,6%,
CCOC(=O)N1CCC(N2Cc3cccc(C(=O)N4CCN(c5cccc(C)c5C)CC4)c3C2=O)CC1,-3.2%,.,2%,1%,-2%,5.0%,-2%,4.1%,9%,

# Next part; the last 2 above are carried over.
SMILES,HIV fusion peptide,NS5 inhibitors,GPR55 LPI antagonism,MgcRacGAP inhibition,GPR35 antagonists,UTI89 phage lysis,Salmonella PhoP GFP,RSV antiviral HEp-2,SV40 large T antigen,others
COc1ccccc1CNC(=O)C1CCN(S(=O)(=O)c2ccc3c(c2)CC(C)N3C(C)=O)CC1 (configuration not stated),-0.4%,-8%,4%,9%,-2%,0.2%,-5%,7.4%,6%,
CCOC(=O)N1CCC(N2Cc3cccc(C(=O)N4CCN(c5cccc(C)c5C)CC4)c3C2=O)CC1,-3.2%,.,2%,1%,-2%,5.0%,-2%,4.1%,9%,
Cc1ccc(-c2cc(C(=O)N/N=C/C=C/c3ccco3)c3ccccc3n2)cc1C,18%,0%,13%,7%,3%,2.1%,-6%,2.5%,10%,
CCCCC(=O)Nc1ccc(Br)cn1,2.0%,-8%,-4%,5%,5%,2.6%,1%,0.1%,8%,
O=C(OCC1OC(n2ncc(=O)[nH]c2=O)C(OC(=O)c2ccccc2)C1OC(=O)c1ccccc1)c1ccccc1 (configuration not stated),24µM*,8%,-7%,7%,-18%,-0.4%,12%,.,6%,
Cc1ccc(Cl)cc1NC(=O)[C@@H]1CCC(=O)N1C1OC(=O)c2ccccc21 (some centres not stated),-0.3%,-1%,-12%,0%,-18%,4.8%,.,3.4%,.,
Cc1[nH]c2ccccc2c1/C=N/Nc1nc(Nc2ccc(F)cc2)nc(N2CCOCC2)n1,-0.8%,5%,17%,2%,4%,0.9%,-1%,-1.2%,10%,
COc1cc(-c2noc(C)c2-c2ccc3[nH]ccc3c2)cc(OC)c1OC,2.4%,-5%,-17%,4%,-2%,-1.2%,.,5.5%,7%,
COc1cc2[nH]c(=S)nc(NCc3ccc(Cl)cc3)c2cc1OC,-1.7%,24%,5%,.,-3%,-0.1%,6%,-2.0%,7%,
CCc1ccc(NC(=O)c2ccccc2SC)cc1,-0.4%,-1%,14%,7%,-8%,0.3%,-5%,9.1%,2%,
O=C(COC(=O)c1ccc2c(c1)C(=O)N(CCc1ccccc1)C2=O)Nc1ccc(OC(F)F)cc1,2.6%,-3%,-2%,3%,-1%,2.7%,-13%,1.5%,3%,
CCc1ccc(NC(=O)CSc2nnc(Cn3c(=O)sc4ccccc43)n2C)cc1,-2.1%,-4%,6%,4%,-6%,6.2%,9%,0.0%,-1%,
O=C(CCCN1C(=O)CCC1=O)Nc1ccc2c(c1)OCO2,-2.1%,4%,-3%,10%,2%,0.6%,-3%,1.3%,4%,
Cc1ccc2nc(NC(=O)CSc3nc(=O)n(CCCN(C)C)c4c3CCC4)sc2c1,.,-3%,.,6%,.,0.9%[50 µM],-10%,-1.1%,13%,
NCCCC[C@@H]1NC(=O)[C@H](CCC(=O)O)NC(=O)c2cc([N+](=O)[O-])cc(I)c2OCC[C@@H](C(N)=O)NC1=O,20%,2%,2%,6%,0%,-0.1%,-2%,2.2%,4%,
Cc1ccc(-c2cc(C(F)F)n3ncc(C(=O)N4CCCCC4c4cccnc4)c3n2)cc1 (configuration not stated),-2.0%,-2%,3%,-11%,7%,-0.2%,1%,11%,4%,
C[C@@H](C(=O)NCCc1c[nH]c2ccccc12)[C@H]1C[C@]1(C)[C@H](NC(=O)OCc1ccccc1)c1ccccc1,0.9%,-2%,9%,6%,-2%,0.9%,3%,3.9%,2%,
COc1ccc(CNCCSc2nnnn2C)c(OC)c1OC,-0.4%,-1%,6%,5%,6%,0.6%,-2%,-1.9%,8%,
Cc1ccc(CNC(=O)C2CCC(=O)N(CCc3ccc(Cl)cc3)C2)cc1 (configuration not stated),-0.1%,-3%,-4%,11%,-12%,0.8%[50 µM],7%,0.8%,1%,
CCc1ccc(N=C2NC(=O)/C(=C/c3ccc(OCC(=O)O)c(OC)c3)S2)cc1,55%,-3%,1%,13%,-25%,-0.4%,.,.,.,
CN(Cc1ccco1)C(=O)Cn1nc(-c2ccc(Cl)cc2)ccc1=O,0.5%,-5%,5%,-2%,2%,0.0%,6%,1.8%,17%,
CC(CC(=O)O)n1nnc2ccccc21 (configuration not stated),-0.8%,0%,0%,-1%,3%,-0.1%,-4%,0.7%,14%,
OC[C@@H](O)[C@@H](O)[C@H](O)[C@H](O)CO,.,1%,.,2%,.,-0.7%,-6%,0.9%,18%,
O=C(CSc1n[nH]c(-c2ccncc2)n1)Nc1ccc(Cl)c(Cl)c1,1.4%,-9%,-5%,-6%,10%,0.5%,0%,12%,3%,
COc1ccc(C(C)=O)cc1CS(=O)(=O)CC(=O)O,-0.7%,-2%,7%,0%,-7%,0.4%,7%,2.5%,0%,

# In the list so far, four have a COOH group.
SMILES,HIV fusion peptide,NS5 inhibitors,GPR55 LPI antagonism,MgcRacGAP inhibition,GPR35 antagonists,UTI89 phage lysis,Salmonella PhoP GFP,RSV antiviral HEp-2,SV40 large T antigen,others
NCCCC[C@@H]1NC(=O)[C@H](CCC(=O)O)NC(=O)c2cc([N+](=O)[O-])cc(I)c2OCC[C@@H](C(N)=O)NC1=O,20%,2%,2%,6%,0%,-0.1%,-2%,2.2%,4%,
CCc1ccc(N=C2NC(=O)/C(=C/c3ccc(OCC(=O)O)c(OC)c3)S2)cc1,55%,-3%,1%,13%,-25%,-0.4%,.,.,.,
CC(CC(=O)O)n1nnc2ccccc21 (configuration not stated),-0.8%,0%,0%,-1%,3%,-0.1%,-4%,0.7%,14%,
COc1ccc(C(C)=O)cc1CS(=O)(=O)CC(=O)O,-0.7%,-2%,7%,0%,-7%,0.4%,7%,2.5%,0%,

# Compound activity (PubChem BioAssay)
